Source: PubChem
mHtt clearance: clearance of mutant huntingtin inclusions, primary screen, imaging, HeLa Exon1htt(103Q)mCFP, confocal imaging; aggregate imaging; zero = plate's median compound well; 47,000 tested, 0.42% active; AID 853, 2007; inhibition, % at 1.5 µM;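 active means inhibition of aggregate fluorescence above about 70%, also judged a hit by eye on the cell image, limit read from the data, passing the limit was not always enough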;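 further: cells exposed to compound for three days before fixation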
mHtt clearance grain fraction: further read-out of mHtt clearance, marked with its call; fraction fluorescence in grains; measured here: aggregate grain fluorescence fraction; stronger effect = lower value;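 scaled fraction of total cell fluorescence in grains with unit not stated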
Numbers without * were called inactive.

SMILES	mHtt clearance	mHtt clearance grain fraction
O=C(COc1ccc(=O)n(-c2ccccc2)n1)Nc1ccccc1	-240	105
N#Cc1nc(-c2cccs2)oc1NCc1ccccc1Cl	1	36
COC(=O)c1nc2nc(C)cc(C(F)(F)F)n2n1	21	16
CN(c1cccc(NC(=O)COc2ccc(Cl)cc2Cl)c1)S(C)(=O)=O	-31	23
O=C1c2cnc3nc(SCc4cccc(Cl)c4)nn3c2CC2c3ccccc3CCN12 (stereo not given)	-28	45
O=C(CCCCCn1c(=O)[nH]c2ccsc2c1=O)N1CCCCC1	-23	54
Cc1ccc(SCCC(=O)OCC(=O)Nc2ncc(Cl)cc2Cl)cc1	11	18
COc1ccc(NC(=O)CCc2ccccc2)cc1NC(=O)c1ccco1	-52	30
Cc1nn(C)c(C)c1CN(C)S(=O)(=O)c1ccc2ccccc2c1	-42	25
CC(=NCc1ccncc1)C1=C(O)c2ccccc2C1=O	-143	77
CCCn1c(N2CCN(CC(=O)c3c(C)n(C)c4ccccc34)CC2)nc2c1c(=O)[nH]c(=O)n2C	-42	29
CC(C)CC(O)(CC(C)C)C(=O)NNc1ccccc1	58	7.5
COc1ccc(N2C(=O)C3CCCN3C2c2cccc(C)c2)cc1Cl (stereo not given)	-28	44
C=CCn1c(SCc2ccccc2C#N)nnc1-c1cc(Br)ccc1O	6	17
C=CCN1C(=O)CC(C(=O)NC)SC1=Nc1ccc(C(=O)OCC)cc1 (stereo not given)	31	12
Cc1onc(-c2c(F)cccc2Cl)c1C(=O)Nc1sc2c(c1C#N)CCC(C(C)(C)C)C2 (stereo not given)	-50	29
CCOC(=O)C1(C)NC(c2ccc(N(C)C)cc2)C2C(=O)N(c3ccc(OC)cc3)C(=O)C21 (stereo not given)	-63	34
CS(=O)(=O)N1CCC(C(=O)Nc2ccccc2F)CC1	5	18
CCN1CCN(Cc2ccc(OCc3ccccc3)cc2)CC1	28	12
Cc1nn(Cc2ccc(Cl)cc2)c(C)c1NC(=O)c1cc(-c2ccc3c(c2)OCO3)on1	-5	43
O=C(O)C1CC(=O)N(Cc2cccs2)C1 (stereo not given)	-20	41
O=C(c1ccc2nc(N3CCOCC3)sc2c1)N1CCN(C(=O)c2ccco2)CC1	3	40
NC(=O)c1oc2ccccc2c1NC(=O)c1nc2ccccc2s1	16	34
O=C(CSc1n[nH]c(-c2ccncc2)n1)c1ccccc1	-7	37
c1ccc(Cc2nc3ccccc3n2Cc2ccccc2)cc1	-12	43
COc1ccc(NC(=O)CN(C)S(=O)(=O)c2cccc3cccnc23)cc1	-13	56
CN1C(=O)CC(n2c(CO)nc3ccccc32)C1=O (stereo not given)	15	15
CCC(=O)N1c2ccc(S(=O)(=O)CCC(=O)NCCC3=CCCCC3)cc2CC1C (stereo not given)	6	34
CC(=O)c1cccc(S(=O)(=O)NCC(c2ccco2)N2CCCCC2)c1 (stereo not given)	11	17
COc1ccccc1NC1=NC(C)(C)N=C(N)N1	-32	52
CCOc1ccc(-c2nnc(-c3ccc(OC)cc3)o2)cc1	-89	38
CCCN(CCC)c1nc(NC2CCN(C(=O)OCC)CC2)nc(OC)n1	17	34
CC(Sc1nnc(-c2cc3ccccc3o2)n1-c1ccccc1)C(=O)O (stereo not given)	-44	25
O=C(Nc1nnc(-c2ccccc2)o1)c1ccc(Cl)cc1	-23	45
CCOC(=O)c1cnn(-c2nc(-c3ccc(C)cc3)cs2)c1C(F)(F)F	-17	51
Cc1ccc(C(=O)NC2CCSC2=O)cc1 (stereo not given)	-11	35
Cc1ccc(-c2c3c(=O)n(C)c(=O)n(C)c3cn2-n2cnnc2)cc1	-3	20
Cc1nnc(N(Cc2ccco2)C(=O)c2ccc(C#N)cc2)s1	22	16
COc1cc2c(cc1OC)-c1cc(Nc3ccc4c(c3)OCCO4)nc(=O)n1CC2	50	9.8
CCCOc1cccc(NC(=O)c2c(-c3ccccc3)noc2C)c1	28	14
COc1ccc(C)cc1NC(=O)c1ccc(S(=O)(=O)N2CCOCC2)cc1	33	14
CCOC(=O)N1CCC(n2c(SCC(=O)NCc3ccccc3)nc3ccccc3c2=O)CC1	40	22
Cc1oc(-c2ccccc2F)nc1CS(=O)(=O)CC(=O)NCCN(C)C1CCCCC1	-15	52
CCOC(=O)C1CCCN(c2cc(=O)n(Cc3ccc(F)cc3)c(=O)[nH]2)C1 (stereo not given)	6	19
Cc1ccc(-c2noc(CCC(=O)NCCCN3CCN(c4cccc(Cl)c4)CC3)n2)cc1	-96	36
CCOC(=O)N=S(=O)(Oc1ccc([N+](=O)[O-])cc1)c1ccc(Cl)cc1 (stereo not given)	10	18
N#CCCN(Cc1cccnc1)S(=O)(=O)c1ccc(S(=O)(=O)NC2CCCCC2)cc1	-17	43
Cc1cc(C(F)F)n2nc(C(=O)Nc3cc(C)on3)nc2n1	8	16
C=CCn1c(SCc2c(C)noc2C)nc2ccccc2c1=O	-106	42
Cc1cc(C(C)c2ccccc2)c(O)c(CN2CCOCC2)c1C (stereo not given)	-31	21
C=CCNc1oc(/C=C/c2ccccc2)nc1C#N	-20	37
CCOCCCn1c(=N)c(C(=O)NCc2ccc3c(c2)OCO3)cc2c(=O)n3ccccc3nc21	15	31
CN(C(=S)Nc1ccc(F)cc1)C1(c2ccccc2Cl)CCCCC1=O (stereo not given)	-25	50
Cc1ccccc1-n1c(SCC(=O)c2cc(C)n(C)c2C)nnc1-c1ccncc1	-6	23
O=C(Nc1ncc(Cc2ccccc2)s1)C1CCCO1 (stereo not given)	47	18
c1ccc(COc2ccc(OCCCn3cncn3)cc2)cc1	-86	37
CCOC(=O)C1CCN(c2c(NCc3ccc(C(=O)NC(C)CC)cc3)c(=O)c2=O)CC1 (stereo not given)	-16	21
COc1ccc(C(=O)N2CCN=C2c2ccccc2)cc1OC	41	20
CCCn1nc(C(=O)NCCc2ccc(S(N)(=O)=O)cc2)c2ccccc2c1=O	54	8.4
COc1ccc(N2CCN(C(=O)CSc3nc4c(c(=O)n(C)c(=O)n4C)n3C(C)C)CC2)cc1	-19	25
Further compounds follow.
SMILES	mHtt clearance	mHtt clearance grain fraction
O=C(O)CCC(=O)N1CCc2cc(S(=O)(=O)NC3CCCC3)ccc21	-53	56
O=C1CC(C(=O)N(c2ccc(F)cc2)C(C(=O)NC2CCCC2)c2ccccn2)CS1 (stereo not given)	43	11
CCCCCC(C)NC(=O)c1ccoc1C (stereo not given)	-6	21
CCc1ccc(N2CC(C(=O)OCC(=O)Nc3cc(C)on3)CC2=O)cc1 (stereo not given)	-70	63
CCCCCCOC(=O)C(C#N)c1nc2ccccc2nc1N1CCN(CC)CC1 (stereo not given)	-16	23
O=C(CN1C(=O)c2ccccc2S1(=O)=O)N1CCOCC1	9	19
Cc1cc(C)n(C(=O)CNC(=O)Cc2ccccc2)n1	-112	43
Cc1ccc(C2/C(=C(/O)c3ccc(Cl)cc3)C(=O)C(=O)N2CC2CCCO2)o1 (stereo not given)	-55	32
O=C(NCCN1CCOCC1)c1ccc2c(c1)ncn2C1CCCCC1	8	40
O=C(O)c1cccc(NCc2cccnc2)c1	32	13
C=CCc1c(C)nc(SC)nc1Nc1ccccc1	26	14
Cc1cc(C)n(-c2nc3ccccc3nc2N2CCN(S(=O)(=O)c3ccc(F)c(C)c3)CC2)n1	-148	97
O=C(Nc1ccc(OC(=O)c2cccs2)cc1)c1ccco1	34	13
COCCNC(=O)C(c1cccc(OC)c1)N(C(=O)Cn1nnc2ccccc21)c1cccnc1 (stereo not given)	-36	25
CCn1c(C(C)NC(=O)Cc2ccccc2)nc2ccccc21 (stereo not given)	34	27
CCCCCCNC(=O)C(C#N)c1nc2ccccc2nc1N1CCCC1 (stereo not given)	-5	36
CCOC(=O)C1=NN(c2ccc(OC)cc2)C(c2ccccc2)CC1=O (stereo not given)	-37	28
CCC(=O)Nc1cccc(NC(=O)c2cc3ccccc3o2)c1	5	38
c1ccc(C2C3=C(Nc4ncnn42)c2ccccc2CCC3)cc1 (stereo not given)	-17	44
CCCn1c2c(c(O)c(C(=O)NCCCN(CC)CC)c1=O)CCCC2	74*	4.6*
CC(C)OCCCNc1ncnc2c1[nH]c1ccccc12	25	30
O=C(O)CC1SC(=O)N(Cc2ccccc2)C1=O (stereo not given)	-30	23
CCOC(=O)C1CCN(S(=O)(=O)c2ccc(Br)c(OCC)c2)CC1	10	18
CC1(C)Cn2c(nnc2-c2ccccc2)S1	10	21
Cc1cccc(CC2S/C(=N/c3ccccn3)NC2=O)c1 (stereo not given)	-34	25
Cc1cc(N2CCN(c3ccc(F)cc3)CC2)nc(-c2ccccc2)n1	-226	58
O=C(CS(=O)CC(=O)Nc1ccc(Cl)cc1)NCC1OCCc2ccccc21 (stereo not given)	-40	52
Nc1ncnc2c1ncn2CCN1CCCCC1	-1	19
CCOC(=O)CC(=O)CSc1nc(C)cc(-c2cccnc2)c1C#N	15	16
COc1ccc(/C=N/Nc2nc(C)c([N+](=O)[O-])c(N(C)c3ccccc3)n2)cc1OC	-55	61
COc1ccc2c(c1)c(C(=O)CN1CCC3(CC1)OCCO3)c(C)n2C	-14	43
CCOC(=O)c1cccc(NC(=O)N[C@@H](C)C(=O)OC)c1	17	17
COC(=O)CCS(=O)(=O)c1cc(Cl)ccc1Cl	29	13
COc1ccc(CCN(C(=O)C(F)(F)F)C(C(=O)NC2CCCCC2)c2ccc(C)s2)cc1 (stereo not given)	-3	45
CCCS(=O)(=O)N1CCCC(C(=O)NCCN(Cc2ccccc2)C(C)C)C1 (stereo not given)	7	19
O=c1[nH]c2c(c(=O)n1Cc1ccccc1)CCC2	29	13
Clc1ccc(CSc2nnc(Cn3cnc4ccccc43)o2)cc1	19	16
Cc1onc(-c2ccccc2)c1C(=O)NCC1COc2ccccc2O1 (stereo not given)	16	16
CCOc1ccccc1C(=O)N(C)Cc1cc2ccccc2[nH]c1=O	-34	40
CC(=O)NCCOc1ccc2oc3ccccc3c2c1	30	13
Cc1ccc(CN2C(=O)C(C)(C)Oc3ccc(C(=O)N4CCCCC4)cc32)cc1	8	19
CCC(C)NC(=O)CN(c1cc(C)ccc1OC)S(C)(=O)=O (stereo not given)	22	29
COc1ccccc1NC(NC(=O)c1ccco1)C(=O)c1ccccc1 (stereo not given)	28	24
CCCCCSc1nnc(C)c(=O)[nH]1	0	36
CCOC(=O)c1ccccc1NC(=O)c1ccc(N(C)S(C)(=O)=O)cc1	-10	23
COc1ccc(-n2c(Cc3ccccc3)nnc2SCC(=O)N2CCCc3ccccc32)cc1	13	16
CC1Oc2ccccc2N(CC(=O)Nc2ccc3c(c2)OCCO3)C1=O (stereo not given)	40	22
CCN(CC)C(=O)N1CCN(C(=O)c2ccc(C)cn2)CC1	-31	44
Cc1sc2ncn(CC(=O)NCCN3CCOCC3)c(=O)c2c1S(=O)(=O)N1CCC(C)CC1	4	19
CC(=O)Nc1ccc(C(=O)OC2CCOC2=O)cc1 (stereo not given)	61	7
CCc1c(C)sc(NC(=O)OC)c1C(=O)N1CCCCC1	7	18
C=CCn1c(=O)c2c3c(sc2n2c(Nc4ccc(OC)cc4)nnc12)CCCC3	-5	22
COc1ccc(-c2cc(C(=O)N3CCN(c4ccccc4)CC3)no2)cc1OC	-3	19
COc1ccc(C=O)cc1COc1ccc(Cl)cc1[N+](=O)[O-]	0	30
CC(=O)c1c(C)[nH]c(C(=O)OCc2nnc(-c3ccccc3)o2)c1C	-8	40
COC(=O)CSc1nnc(CNC(=O)c2ccco2)n1-c1ccc(F)cc1	14	16
O=C(CSc1nnnn1-c1ccc2c(c1)OCCO2)c1cccc2c1OCCO2	34	13
O=C1CCC(=O)N1CNc1ccc(Oc2ccccc2)cc1	-73	32
O=C(CC12CC3CC(CC(C3)C1)C2)Nc1cccc2ncccc12	-14	36
COC(=O)C1=C(C)N(c2cccc3ccccc23)C(=O)C1	36	13
More entries
SMILES	mHtt clearance	mHtt clearance grain fraction
C#CCN(C#N)c1nc(NCC)nc(NC(C)C)n1	48	9
CC1CCc2sc3ncnc(N4CCOCC4)c3c2C1 (stereo not given)	29	24
CC(C)c1nnc(NC(=O)Cn2nc(-c3ccc4c(c3)OCCO4)ccc2=O)s1	41	20
COc1ccc(S(=O)(=O)Nc2cc(C)ccn2)cc1	26	14
CC(C)(C)C(=O)Nc1nc(=S)ss1	12	28
CC(/C=N/n1c(C2CCCCC2)n[nH]c1=S)=C\c1ccccc1	-46	44

This is a subset. The share of hits here may be higher or lower than overall.
